Compound activity from PubChem BioAssay.
Kir21 block = inhibitors of mouse Kir2.1 inward-rectifier potassium channel | B-score at 10 µM | Inward rectifier potassium channel 2 (Mus musculus), P35561 | HEK293-Kir2.1, FluxOR thallium flux fluorescence; stronger effect = lower value | 310,000 compounds, 0.85% hits;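 active = fluorescence ratio B-score at or below minus 3 SD of library scores, with starting-brightness B-score within 2 SD, cut at about -4.2 in these data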;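 note: channel flux triggered by added potassium and thallium sulfate stimulus; B-score of peak minus minimum fluorescence over baseline after thallium stimulus; more negative B-score means stronger Kir2.1 block with less thallium influx; some compounds called inactive have numbers as strong as hits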
Target sequence (P35561 whole entry, looked up): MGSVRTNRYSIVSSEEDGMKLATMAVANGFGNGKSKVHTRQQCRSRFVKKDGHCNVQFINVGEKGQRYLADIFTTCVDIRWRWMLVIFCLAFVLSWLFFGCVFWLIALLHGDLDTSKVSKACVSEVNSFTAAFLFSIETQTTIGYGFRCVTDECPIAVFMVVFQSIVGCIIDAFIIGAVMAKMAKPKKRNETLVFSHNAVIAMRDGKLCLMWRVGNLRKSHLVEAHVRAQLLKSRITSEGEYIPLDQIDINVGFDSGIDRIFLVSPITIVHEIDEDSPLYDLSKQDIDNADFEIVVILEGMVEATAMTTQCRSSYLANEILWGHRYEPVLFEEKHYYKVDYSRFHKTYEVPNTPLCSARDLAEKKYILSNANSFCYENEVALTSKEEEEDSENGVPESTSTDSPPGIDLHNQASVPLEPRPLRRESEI
KCNQ2 block = KCNQ2 potassium channel inhibitors, primary screen, cell-based, CHO-K1, FluxOR thallium flux, B-score (AID 2156) | 20 min; stronger effect = lower value | B-score at 10 µM | 310,000 compounds, 1.1% hits;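 active = fluorescence ratio B-score at most minus 3 library SDs, with starting brightness B-score within 2 library SDs, cut at about -5.5 in these data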
* hit, by the source's call; i = inactive. Compounds were not picked by outcome; 1.8% or so of the library scored in one or more.

SMILES	Kir21 block	KCNQ2 block
Cc1ccnc(N2CCC(C(=O)Nc3ccc(Oc4ccccc4)cc3)CC2)n1	0.42	i
Cc1ccc2c(c1)-c1c(cnn1CC(=O)O)CO2	-0.88	i
COc1ccccc1C(=O)COC(=O)CNC(=O)c1ccc(Br)o1	-0.03	i
COc1cccc(N(CC(=O)NCCSCc2ccc(Cl)cc2)S(C)(=O)=O)c1	-0.66	i
O=C(CCCN1C(=O)/C(=C\c2ccco2)SC1=S)Nc1ccc(O)cc1C(=O)O	3.2	i
CN(CC(=O)Nc1ccccc1C(F)(F)F)C(=O)Cc1ccc(S(=O)(=O)N2CCOCC2)s1	0.09	i
COc1cc(-c2nc(CN3CCN(CC(C)C)C(=O)[C@@H]3C)c(C)o2)ccc1F	0.72	i
COC(=O)[C@H](CC(C)C)NC(=O)CCc1nnc(COc2ccccc2)o1	-1.9	i
O=C(NCCC1CCCC1)C1CCC(=O)N(CCCN2CCCC2=O)C1 (stereo unspecified)	-0.01	i
CCOC(=O)CSc1nnc(CNC(=O)c2cccc(C)c2)n1-c1ccccc1OC	1.1	i
Cc1ccc(/C=N/Nc2nc3ccccc3[nH]2)s1	-1.1	i
COCCOC(=O)C(C#N)c1nc2ccccc2nc1N1CCN(Cc2ccccc2)CC1 (stereo unspecified)	0.05	i

Filtered by structure, the entries above with a carbonyl joined to an NH by a bond outside any ring.
SMILES	Kir21 block	KCNQ2 block
Cc1ccnc(N2CCC(C(=O)Nc3ccc(Oc4ccccc4)cc3)CC2)n1	0.42	i
COc1ccccc1C(=O)COC(=O)CNC(=O)c1ccc(Br)o1	-0.03	i
COc1cccc(N(CC(=O)NCCSCc2ccc(Cl)cc2)S(C)(=O)=O)c1	-0.66	i
O=C(CCCN1C(=O)/C(=C\c2ccco2)SC1=S)Nc1ccc(O)cc1C(=O)O	3.2	i
CN(CC(=O)Nc1ccccc1C(F)(F)F)C(=O)Cc1ccc(S(=O)(=O)N2CCOCC2)s1	0.09	i
COC(=O)[C@H](CC(C)C)NC(=O)CCc1nnc(COc2ccccc2)o1	-1.9	i
O=C(NCCC1CCCC1)C1CCC(=O)N(CCCN2CCCC2=O)C1 (stereo unspecified)	-0.01	i
CCOC(=O)CSc1nnc(CNC(=O)c2cccc(C)c2)n1-c1ccccc1OC	1.1	i

Next section:
SMILES	Kir21 block	KCNQ2 block
C/C(=N\Nc1cccc(C(=O)O)c1)c1ccc(Cl)s1	1.6	i
O=C(Nc1ncc(Br)s1)C1CCCN1S(=O)(=O)c1cccc2cccnc12 (stereo unspecified)	-0.61	i
O=S(=O)(N/N=C/c1c(F)cccc1Cl)c1ccccc1	-0.4	i
Cc1ccc2nc(NC(=O)CN3CCN(c4ccccn4)CC3)sc2c1	0.11	i
Cn1c(=O)n(CCCO)c(=O)c2c1nc1n2CCCN1Cc1ccccc1	0.22	i
CCOC(=O)CN1C(=O)CSc2ccc(S(=O)(=O)N3CCOCC3)cc21	-0.18	i
COc1ccc(Cl)cc1N(CC(=O)NCCSCc1ccccc1)S(C)(=O)=O	1.1	i
CCCCNC(=O)CC1Nc2ccccc2NC1=O (stereo unspecified)	0.34	i
O=C(OCCN1CCOCC1)C1(c2ccccc2)CCCCC1	0.44	i
CC1CCCC(NC(=O)C2CCN(S(=O)(=O)c3cnc[nH]3)CC2)C1C (stereo unspecified)	-1.5	i
CC(C(=O)OCC(=O)Nc1cccc(S(=O)(=O)N2CCOCC2)c1)N1C(=O)c2ccccc2C1=O (stereo unspecified)	1	i
O=C1c2cccc(Sc3ccccc3)c2C(=O)c2c(Sc3ccccc3)cccc21	1.2	i
CN(C)CCOC(c1ccccc1)c1ccccc1	-1.3	i
CCOc1ccc2nc(N3CCCC(C(=O)N4CCN(CC)CC4)C3)sc2c1 (stereo unspecified)	1.6	i
Cc1nc2ccccc2c(=O)n1NC(=O)c1c(F)cccc1F	0.64	i
Cc1ccc(C(=O)/C=C/Nc2ccccn2)cc1	-0.5	i
Cc1ccccc1NC1=C(Cl)C(=O)OC1OC(=O)c1ccccc1C (stereo unspecified)	-0.68	i
O=C(NC(=S)Nc1ccccc1N1CCCCC1)c1ccc(F)cc1	0.67	i
COc1ccccc1C/C(N)=N/OC(=O)c1ccco1	1.6	i
CCC(=O)Nc1ccc2c(c1)nc(CCN1CCCCC1)n2C	1.4	i
CCC1Oc2ccc(C)cc2N(CC(=O)N2CCCC2)C1=O (stereo unspecified)	0.36	i
COc1ccc(NC(=O)c2ccc(-c3csc(C)n3)cc2)cc1	-0.89	i
O=C(c1ccc2c(c1)OCO2)N1CCN(C(=O)c2ccco2)CC1	1	i
C/C(=N/OC(=O)C1CC1)c1cc(-c2ccc(Cl)cc2)no1	-0.83	i
O=C(CSCc1ccccc1)Nc1ccccc1	-0.28	i
CCOc1ccc(CN(C)CC(=O)Nc2cc(OC)c([N+](=O)[O-])cc2C)cc1	0.58	i
CCOC(=O)c1nnn(-c2ccccc2C#N)c1C	-0.06	i
CCOc1ccccc1NC(=O)C1CCN(S(C)(=O)=O)CC1	1.3	i
Cc1ccc(NS(=O)(=O)c2sc3ccc(Cl)cc3c2C)cc1	-0.05	i
Cc1ccc(C(C(=O)NCc2ccc(F)cc2)N(CCCO)C(=O)C2COc3ccccc3O2)o1 (stereo unspecified)	0.32	i
CCOC(=O)c1nnc(-c2ccccc2)nc1N1CC(C)OC(C)C1 (stereo unspecified)	-0.13	i
O=C(OCCCN=C1NS(=O)(=O)c2ccccc21)C1CC(=O)N(c2ccc(Cl)cc2)C1 (stereo unspecified)	-2.1	i
CC1(C)CC(=O)C2=C(C1)Nc1ccccc1NC2c1ccc([N+](=O)[O-])cc1 (stereo unspecified)	0.45	i
O=C(Nc1cccc(F)c1)c1cccc2c1C(=O)N(C1CCCCC1)C2	-0.76	i
Nc1nc(-c2ccccc2)c(N=Nc2cccnc2)s1	-0.26	i
CCOc1ccc(C(=O)Nc2nnn(CC)n2)cc1	-1.8	i
Cc1ccc(C(=O)Nc2nnc(S(=O)(=O)N3CCCCCC3)s2)cc1	0.6	i
Cc1ccc(S(=O)(=O)Cc2ccc(C(=O)NC3CCCC3)o2)cc1	-1.5	i
CCCCN(Cc1ccccc1)c1ncnc2nc[nH]c12	-0.83	i
CCCc1cc(=O)oc2cc(OCc3cccc(OC)c3)c(Cl)cc12	3	i
O=C1C2C3C=CC(C3=C3CCCCC3)C2C(=O)N1Cc1ccccc1 (stereo unspecified)	-0.43	i
O=C(COc1ccc([N+](=O)[O-])cc1)Nc1ccncc1	1.9	i
Cc1ccc(NC(=O)NCc2ccccn2)cc1Cl	0.77	i
CCCCn1nnc(NC(=O)Cc2ccc(Cl)cc2)n1	1.1	i
Cc1ccc(C2/C(=C(/O)c3ccc(Cl)cc3)C(=O)C(=O)N2CC2CCCO2)o1 (stereo unspecified)	2	i
CCN(CC)S(=O)(=O)c1ccc(C(=O)NCc2n[nH]c(=S)n2Cc2ccccc2)cc1	2	i
CN1CCc2nc(NC(=O)c3cccc(S(=O)(=O)N4CCc5ccccc54)c3)sc2C1	-2.3	i
O=C(NCCc1c[nH]c2ccccc12)C(=O)NCC(c1ccco1)N1CCN(c2ccccc2)CC1 (stereo unspecified)	0.02	i
CC(=O)Nc1ccccc1C(=O)N1CCN(c2cccc(C)c2C)CC1	0.79	i
CN1/C(=C/c2cccc[n+]2C)Sc2ccccc21	-2.9	i
CCCCCCc1nc2ccccc2c(=O)n1N	1.5	i
CC(C)(Oc1ccc(Cl)cc1)C(=O)NCC(c1ccco1)N1CCCCC1 (stereo unspecified)	-0.79	i
O=C(CSc1nc2cc(Cl)ccc2o1)NCCc1ccccc1	-1.2	i
COc1ccc(-c2c(C)n([O-])c(C)c(C)[n+]2=O)cc1OC	1.7	i
Cc1c2cnn(CC(=O)NCc3ccccn3)c(=O)c2c(C)n1Cc1ccccc1	-2	i
Cc1cc(C(=O)CN2C(=O)C3CC=CCC3C2=O)c(C)n1-c1ccccc1 (stereo unspecified)	1.4	i
CC(C)c1nnc(NC(=O)c2cnccn2)s1	0.92	i
CC(NC(=O)Nc1cccnc1)(C(F)(F)F)C(F)(F)F	-0.49	i
CN(CC(=O)O)c1ccc(S(=O)(=O)N2CCOCC2)cc1[N+](=O)[O-]	-0.79	i
O=C1CCCN1CCCNc1ncnc2sccc12	0.21	i
(list continues)
SMILES	Kir21 block	KCNQ2 block
CC(C)C(=O)Nc1nnc(CCN2CCOCC2)s1	0.17	i
Cc1cc(NC(=O)c2ccc3c(c2)C(=O)N(C)C3=O)no1	1.9	i
CCC(C)NC(=O)C(Cc1ccccc1)NS(=O)(=O)c1ccc2c(c1)oc(=O)n2C (stereo unspecified)	-0.97	i
CC(=O)N(C)c1ccc(NC(=S)Nc2ccc(C(C)C)cc2)cc1	2	i
C/C(=N\NC(=O)c1ccco1)c1cc(Cl)sc1Cl	-0.01	i
Cn1c2ccccc2c2cc(/C=N/NC(=O)c3cc(O)ccc3O)ccc21	-0.14	-7.2*
Cc1ccc(CNC(=O)CN2CCCC(C)C2)cc1 (stereo unspecified)	-0.33	i
Cn1c(=O)[nH]c(=O)c2c1nc(N1CCOCC1)n2CCSc1nnnn1-c1ccccc1	-0.15	i
COc1ccc(NC(=O)CCCN2C(=O)/C(=C\c3ccco3)SC2=S)cc1	1	i
CC(/C=N/N1CCN(Cc2ccccc2)CC1)=C\c1ccccc1	1.1	i
CC1CCCCN1C(=O)c1cc2ccccc2cc1O (stereo unspecified)	-1.4	i
CCOc1ccc(OCC(=O)Nc2ccccc2C(F)(F)F)cc1	0.5	i
NNC(=O)c1cnn(-c2ccccc2)c1-n1cccc1	-1.5	i
Cc1cc(C)nc(SCC(=O)Nc2sc3c(c2C#N)CCC(C)C3)n1 (stereo unspecified)	0.09	i
CC1CCCCC1NC(=O)CO/N=C/c1ccc(OC(F)F)cc1 (stereo unspecified)	1	i
COCc1nnc(NC(=O)CCCOc2ccccc2)s1	-0.5	i
O=[N+]([O-])c1ccc(-c2cnc(SC(c3ccccc3)c3ccccc3)[nH]2)cc1	-0.69	i
COc1cccc(/C=C2/NC(=O)NC2=O)c1OCC(=O)Nc1ccccc1	1.3	i
O=C(Nc1ccccc1N1CCN(C(=O)c2ccccc2)CC1)c1ccco1	0.56	i
COc1ccc(C(=O)OCC(=O)Nc2ccc3[nH]c(=O)[nH]c3c2)c(OC)c1OC	0.09	i
COc1ccccc1N1CCN(Cc2cnc3ccc(Cl)cn23)CC1	-0.2	i
Cc1cc(C)c(C)c(S(=O)(=O)N2CCN(C(=O)c3cc(=O)[nH]c4ccccc34)CC2)c1C	-0.17	i
COC(=O)c1sc2ncccc2c1OCc1c(Cl)cccc1Cl	-0.12	i
CC1CN(C(=O)c2ccc(Oc3ccccc3)cc2)CC(C)O1 (stereo unspecified)	-1.2	i
Cc1ccccc1NC(=O)CSc1[nH]c(=O)cc(C)c1C#N	-0.02	i
Cc1cc(C(=O)Nc2ccc(Cl)cc2)on1	-0.75	i
COc1ccccc1NC(=O)N1CCCC1C(=O)NCc1ccccc1 (stereo unspecified)	-0.77	i
CCOC(=O)c1ccccc1NC(=O)COC(=O)CN1C(=O)C2CC=CCC2C1=O (stereo unspecified)	1.5	i
Cc1cc2c(cc1C)N(C(=O)CN1C(=O)c3ccccc3C1=O)C(C)(C)c1ssc(=S)c1-2	0.11	i
NC(=S)N/N=C1\CCOc2ccc(Cl)cc21	-1.4	i
CN1CCN(CC(=O)N2c3ccccc3C(C)(c3ccc(Cl)cc3)CC2(C)C)CC1 (stereo unspecified)	-4.8	i
COc1ccc(OC)c(N(CC(=O)NCCSCc2ccc(C)cc2)S(C)(=O)=O)c1	0.1	i
O=C1C2C3c4ccccc4C(c4ccccc43)C2C(=O)N1/N=C/c1cccc(O)c1 (stereo unspecified)	-0.44	i
Cc1ccc(S(=O)(=O)N2CCN(CC(=O)NC3CCCc4ccccc43)CC2)c(C)c1 (stereo unspecified)	0.78	-6.1*
COc1cccc2[nH]c(=O)c(-c3ccccc3)cc12	0.35	i
COc1cccc(C(=O)CN2C(=O)C(C)(C)Oc3ccc(C(=O)N4CCOCC4)cc32)c1	0.28	i

Fetched by structure from above:
SMILES	Kir21 block	KCNQ2 block
NC(=S)N/N=C1\CCOc2ccc(Cl)cc21	-1.4	i
O=C1C2C3c4ccccc4C(c4ccccc43)C2C(=O)N1/N=C/c1cccc(O)c1 (stereo unspecified)	-0.44	i

Additional records:
SMILES	Kir21 block	KCNQ2 block
COc1cccc(-c2nnn(CC(=O)N3CCC(C)CC3)n2)c1	3	i
C=CCN(c1cccc(C(F)(F)F)c1)S(=O)(=O)c1cccc(C(=O)OCC(=O)NC(N)=O)c1	-3	i
CC1(C)Cc2ccccc2C(/C(=N\Nc2cccc(Cl)c2)C(N)=O)=N1	0.86	i
Cc1ccc(C(=O)N/N=c2\sc3ccccc3n2C)cc1	-0.21	i
Cc1ccc(S(=O)(=O)N2CCC(N3CCN(C)CC3)CC2)cc1Cl	-1.2	i
Cc1ccc([C@@H]2[C@@H]3C(=O)N(C)C(=O)[C@@H]3[C@]3(C)C(=O)N(Cc4ccccn4)CC(=O)N23)o1	0.59	i
C=CCOc1cccc(/C=C\c2nc(O)c([N+](=O)[O-])c(=O)[nH]2)c1	1.6	i
Cc1ccc(NC(=O)CCC(=O)NNC(=O)NC2CCCCC2)c(C)c1	0.8	i
Cn1c(CCn2ccccc2=O)nc2cc(NC(=O)COc3ccccc3)ccc21	-1.8	i
CC(C)[C@H](NC(=O)NCCc1ccc(F)cc1)C(=O)O	0.08	i
Cc1cc(S(=O)(=O)NC2CCCCC2)ccc1OCC(=O)NCc1cccnc1	-0.83	i
COc1ccc(C(=O)NCC(=O)OCc2ccc(F)cc2)cc1	1.5	i
CC(=O)c1cccc(NC(=O)COC(=O)c2ccccc2C)c1	0.08	i
